High-throughput results from PubChem BioAssay.
RGS4 block: human RGS4 inhibition | P49798 | HEK293 M3R/RGS4 inducible, Fluo-4 calcium flux; stronger effect = higher value; triggered by carbachol at its EC20 | B-score at 10 µM | 310,000 tested, 0.45% active | AID 463165;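 active means B-score, a plate-corrected calcium signal, over three deviations above library mean, with baseline fluorescence within five deviations of library mean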;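 further: RGS4 expression induced by doxycycline in cells with stable M3 receptor; B-score is computed from the integrated fluorescence ratio over baseline after carbachol; higher B-score means a larger calcium signal and so more RGS4 inhibition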
Target sequence (P49798 whole entry, looked up): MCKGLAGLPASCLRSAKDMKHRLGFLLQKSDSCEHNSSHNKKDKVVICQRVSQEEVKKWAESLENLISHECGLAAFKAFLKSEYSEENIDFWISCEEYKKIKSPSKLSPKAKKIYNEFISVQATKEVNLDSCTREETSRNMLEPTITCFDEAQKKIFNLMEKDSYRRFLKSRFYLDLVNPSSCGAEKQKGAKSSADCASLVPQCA
HDAC3 inh: blocks human histone deacetylase 3; AID 2718; inhibition, % at 8.3 µM; O15379; 320,000 tested, 0.15% active; recombinant HDAC3, fluorogenic peptide/trypsin coupled, fluorescence; in the data active means inhibition above about 26%, passing the limit was not always enough
TMEM16A inh: inhibitors of mouse TMEM16A calcium-activated chloride channel; 310,000 tested, 1.2% active; normalized B-score (activity score, 25-100; higher = stronger inhibition) at 10 µM; AID 588511; Q8BHY3; HEK293 TMEM16A/YFP iodide influx fluorescence, ionomycin;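 active means ratio plate-corrected score three or more library SD toward inhibition, starting fluorescence score within five deviations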;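 further: score derived from kinetic fluorescence span divided by baseline fluorescence per well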
MrgX1 ag: activates human MrgX1 receptor signaling; AID 588627; MrgX1-HEK293 cells, Fluo-4 calcium fluorescence, agonist mode; stronger effect = higher value; 310,000 tested, 0.44% active; B-score at 10 µM;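 active means calcium response B-score plate-corrected fluorescence ratio at least 3 library SD, with starting fluorescence B-score inside 5 SD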
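System – MrgX1-expressing HEK293 cells · Incubation – cells plated overnight, dye loaded 0.5 h 37 °C, 0.5 h room temperature · Technique – kinetic Fluo-4 NW fluorescence of intracellular calcium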
TRPC6 act: activates the mouse TRPC6 cation channel. Q61143. B-score at 10 µM. HEK293-TRPC6 membrane potential dye fluorescence; stronger effect = higher value. AID 2550. 310,000 tested, 0.13% active;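 active means B-score of the integrated fluorescence ratio above library mean plus 3 SD, and starting fluorescence ratio within library mean plus 5 SD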;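 further: higher score means more depolarization so channel activation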
Target sequence (Q61143 whole entry, looked up): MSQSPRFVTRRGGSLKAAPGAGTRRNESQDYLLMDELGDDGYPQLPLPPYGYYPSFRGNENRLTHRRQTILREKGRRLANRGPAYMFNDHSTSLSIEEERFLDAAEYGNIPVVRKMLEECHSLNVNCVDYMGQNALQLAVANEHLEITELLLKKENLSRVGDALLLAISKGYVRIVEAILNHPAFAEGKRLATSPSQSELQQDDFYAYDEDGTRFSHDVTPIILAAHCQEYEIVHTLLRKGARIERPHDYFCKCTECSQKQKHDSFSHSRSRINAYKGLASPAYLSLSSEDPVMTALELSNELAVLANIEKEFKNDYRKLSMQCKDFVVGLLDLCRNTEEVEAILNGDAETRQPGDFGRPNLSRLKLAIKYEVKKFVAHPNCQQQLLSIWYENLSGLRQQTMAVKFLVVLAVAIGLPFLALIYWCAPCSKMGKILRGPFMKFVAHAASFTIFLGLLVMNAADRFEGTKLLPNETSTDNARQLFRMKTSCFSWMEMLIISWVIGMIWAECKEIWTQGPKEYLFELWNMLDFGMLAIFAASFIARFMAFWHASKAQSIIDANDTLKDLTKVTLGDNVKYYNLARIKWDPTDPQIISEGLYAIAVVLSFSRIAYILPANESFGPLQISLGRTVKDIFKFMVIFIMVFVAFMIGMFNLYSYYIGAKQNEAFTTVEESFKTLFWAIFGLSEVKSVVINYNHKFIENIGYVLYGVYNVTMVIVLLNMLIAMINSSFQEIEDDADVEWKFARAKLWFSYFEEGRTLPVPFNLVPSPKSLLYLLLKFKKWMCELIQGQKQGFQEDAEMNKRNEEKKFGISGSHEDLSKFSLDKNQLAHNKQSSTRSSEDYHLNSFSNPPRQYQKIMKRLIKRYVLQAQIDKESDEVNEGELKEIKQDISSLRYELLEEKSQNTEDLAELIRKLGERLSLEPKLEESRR
TRPC6 inh: inhibitors of mouse TRPC6 channel | AID 2553 | Q61143 | 310,000 tested, 1.1% active | B-score at 10 µM | HEK293-TRPC6, membrane potential dye, ACh-evoked depolarization; stronger effect = lower value;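 active means B-score under library mean minus 3 SD, initial fluorescence not abnormally high, positive integrated signal ratio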;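 further: B-score derived from integrated fluorescence ratio over the kinetic read; more negative B-score means stronger inhibition of depolarization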
SKKanGAS inh: inhibitors of SKKanGAS S. pyogenes growth in kanamycin (SK-promoter or general growth effect); inhibition, % at 7.5 µM; AID 1662; BacTiter-Glo, 6 h; 300,000 tested, 1.3% active;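 active means mean replicate score, as percent of positive control median, at least 50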;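 further: strain carries kanamycin resistance gene driven by streptokinase promoter and grows in 40 µg/ml kanamycin; loss of luminescence reflects streptokinase promoter inhibition or plain growth inhibition; 0% = median of DMSO wells and 100% = positive control at its reference dose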
RGS4 pot: potentiators or activators of RGS4; AID 463111; 310,000 tested, 0.92% active; B-score at 10 µM; HEK293 M3R/inducible RGS4, carbachol calcium flux Fluo4; stronger effect = lower value;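 active means B-score of the integrated calcium signal more than 4 SD below the library mean, with starting fluorescence not abnormally high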;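 further: negative B-score means reduced calcium response which marks RGS4 activation or potentiation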
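Test system: HEK293 cells with stable M3R and inducible RGS4; also added: carbachol at ECmax as muscarinic agonist stimulus; schedule: dye loading 30 min 37 °C, buffer rest 30 min RT; technique: kinetic calcium fluorescence imaging with Fluo4-AM dye, 2 µM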
MrgX1 antag: blocks BAM8-22 activation of human MrgX1 receptor | Q96LB2 | MRGX1-HEK293 calcium flux, Fluo-4, BAM8-22 antagonism; stronger effect = lower value | B-score at 10 µM | 310,000 tested, 1.3% active | AID 588676;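 active means calcium-response B-score plate-corrected more than 3 library SD below zero, starting fluorescence within 5 deviations, no agonist response on first addition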;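 further: peak minus trough fluorescence over baseline after final BAM8-22 challenge near maximal dose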
TMEM16A act: activators or potentiators of mouse TMEM16A chloride channel; B-score at 10 µM; Q8BHY3; HEK293 TMEM16A/YFP-H148Q/I152L, iodide quench fluorescence; stronger effect = lower value; 340,000 tested, 0.3% active;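 active means fluorescence-ratio B-score plate-corrected deviation score at least 3 library SD below zero, with starting fluorescence score within 5 deviations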;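 further: channel opened by trigger with iodide after compound preincubation; score built on the fluorescence ratio of max minus min over baseline; more negative score means more quench and so TMEM16A activation or potentiation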
MrgX1 PAM: allosterically activates human MrgX1 receptor signaling | Q96LB2 | AID 588675 | MrgX1-HEK293, Fluo-4 calcium flux, FDSS; stronger effect = higher value | B-score at 10 µM | 310,000 tested, 0.63% active;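 active means plate-corrected calcium response at least 3 library SD above typical, normal starting fluorescence, not activating the receptor alone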;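 further: compound read alongside a low EC10 to EC30 dose of BAM8-22 agonist; peak minus trough fluorescence over baseline measured at the second addition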
An asterisk follows results filed as active; i = inactive; / = not tested or not shown.

SMILES	RGS4 block	HDAC3 inh	TMEM16A inh	MrgX1 ag	TRPC6 act	TRPC6 inh	SKKanGAS inh	RGS4 pot	MrgX1 antag	TMEM16A act	MrgX1 PAM
Cc1cc2c(cc1S(=O)(=O)N(C)Cc1ccccc1)n(C)c(=O)c(=O)n2C	i	3.4	i	i	i	i	-2.2	i	i	i	i
COc1ccc(/C=N/NC(=O)c2cc(OC)c(OC)c(OC)c2)cc1CN1CCc2cc(OC)c(OC)cc2C1C (stereo unspecified)	i	6.5	i	i	i	i	-0.6	i	i	i	i
CN1CCN(CCC(=O)N/N=C/c2cc3c(cc2[N+](=O)[O-])OCO3)CC1	i	-1.3	i	i	i	i	0.9	i	i	i	i
CSC(=NNC(=O)c1ccc(O)cc1)SC	i	-7.1	i	i	i	i	-3.2	i	i	i	i
COc1ccc(NC(=O)[C@@H]2[C@@H]3C(=O)N(C4CCCCC4)C(=O)[C@@H]3C3c4ccccc4C=CN32)cc1 (stereo partly specified)	i	4.3	i	i	i	i	7.1	i	i	i	i
Cc1onc(-c2ccccc2)c1C(=O)Nc1nnc(CC(C)C)s1	i	2.2	i	i	i	i	0.5	i	i	i	i
CC12CC3(C)CC(C)(C1)CC(C(=O)NCc1ccccn1)(C2)C3	i	0.0	i	i	i	i	10.7	i	i	i	i
CC(C)CC(C)N1CCC(n2nccc2NC(=O)CCc2ccccc2)CC1 (stereo unspecified)	i	-2.7	i	i	i	i	-5.1	i	i	i	i
CC1=NN(c2ccccc2)C(=O)/C1=C\N(O)c1ccccc1	i	6.0	i	i	i	i	1.7	i	i	i	i
CCOc1ccc2nc(COC(=O)c3cccs3)c(C(=O)c3ccccc3)[n+]([O-])c2c1	i	0.6	i	i	i	i	-26.3	i	i	i	i
O=C(O)CCn1cnc2ccccc2c1=O	i	-1.2	i	i	i	i	3.2	i	i	i	i
CCN1CCN(CCCNC(=O)c2cc3sccc3n2CC)CC1	i	5.7	i	i	i	i	-2.8	i	i	i	i
CCOc1ccc(C(=O)Nc2ccc(CN3CCOCC3)cc2)cc1Br	i	1.7	i	i	i	i	-6.0	i	i	i	i
CCOP(=O)(OCC)c1nc(-c2ccc(OC)cc2)oc1N1CCOCC1	i	-72.1	i	i	i	i	-2.8	i	i	i	i
COc1ccccc1NC(=O)CN1CCN(CC(=O)Nc2ccc3c(c2)OCO3)CC1	/	2.6	i	i	/	/	/	/	i	i	i
COc1ccc(-c2noc(CCC(=O)Nc3cccnc3)n2)cc1	i	-4.5	i	i	i	i	-3.5	i	i	i	i
COc1ccc(CCN(C(=O)c2ccc(F)cc2)C2=CC3CCC(C2)N3C)cc1OC (stereo unspecified)	i	-2.4	i	i	i	i	-1.7	i	i	i	i
Cc1ccc(N2CC(C(=O)Nc3nnc(C)s3)CC2=O)cc1 (stereo unspecified)	i	-3.0	i	i	i	i	4.9	i	i	i	i
C=CCn1c(Cc2cccc3ccccc23)n[nH]c1=S	i	1.4	i	i	i	i	-3.6	i	i	i	i
Cc1ccccc1OCCC(=O)N1CCN(S(=O)(=O)c2ccc(Cl)cc2)CC1	i	-1.1	i	i	i	i	-1.9	i	i	i	i
Cc1no[n+]([O-])c1COc1ccc(/C=C2\NC(=S)NC2=O)cc1	i	13.8	i	i	i	i	2.8	i	i	i	i
CCCn1cc(SCC(=O)NCc2ccc3c(c2)OCO3)c2ccccc21	i	-0.8	i	i	i	i	-2.0	i	i	i	i
CCCC(CCC(=O)OC)(C(=O)OCC)c1csc(N)n1 (stereo unspecified)	i	-0.9	i	i	i	i	-8.1	i	i	i	i
COc1ccccc1NC(=S)NCc1ccccc1	i	5.3	i	i	i	i	2.5	i	i	i	i
Cc1c(NC(=O)c2ccc(N(C)S(C)(=O)=O)cc2)c(=O)n(-c2ccccc2)n1C	i	-5.2	i	i	i	i	/	i	i	i	i
SMILES	RGS4 block	HDAC3 inh	TMEM16A inh	MrgX1 ag	TRPC6 act	TRPC6 inh	SKKanGAS inh	RGS4 pot	MrgX1 antag	TMEM16A act	MrgX1 PAM
Cc1ccc(CN=c2c([N+](=O)[O-])nn(-c3ccc4c(c3)OCCO4)n2O)cc1	i	8.6	i	i	i	i	5.6	i	i	i	i
Cc1ccc2c(CC(=O)NCC(=O)Nc3c(C)cccc3C)coc2c1	i	-4.5	i	i	i	i	-12.5	i	i	i	i
CN(c1ccc(O)cc1)c1nc(-c2cccnc2)cs1	i	4.9	i	i	i	i	44.7	i	i	i	i
CCN(CC)CCC(=O)N1c2ccccc2Sc2ccc(NC(=O)OC)cc21	i	-5.3	i	i	i	i	-1.3	i	i	i	i
NC(=O)COc1ccc(/C=N/NC(=O)C2CCCN2S(=O)(=O)c2ccc(Cl)cc2)cc1 (stereo unspecified)	i	3.6	i	i	i	i	1.9	i	i	i	i
O=C(COC(=O)c1cccc(S(=O)(=O)NCc2ccccc2)c1)Nc1ccccc1OC(F)F	i	-6.7	i	i	i	i	5.6	i	i	i	i
CC(=O)c1cccc(NC(=O)CN2CCc3cc4c(cc3C2)OCCCO4)c1	i	1.7	i	i	i	i	-0.1	i	i	i	i
COC(=O)c1sc2ccccc2c1-n1cccc1C(=O)C(=O)Nc1ccccc1	i	2.9	i	i	i	i	-5.9	i	i	i	i
C/C=C/c1ccc(OCCCCOc2ccccc2C(C)=O)c(OC)c1	i	3.1	i	i	i	i	-0.5	i	i	i	i
Oc1cccc(/C=N\Nc2nncc(-c3ccccc3)n2)c1	i	4.7	i	i	i	i	-5.8	i	i	i	i
COc1cc(OC)c(S(=O)(=O)N2CCCCC2)cc1S(=O)(=O)N1CCCCC1	i	3.0	i	i	i	i	-2.4	i	i	i	i
CC(=O)Nc1ccc2nc(NC(=O)c3ccco3)sc2c1	i	-2.4	i	i	i	i	5.2	i	i	i	i
O=C(NCCCCc1ccccc1)C1CC(c2ccccc2[N+](=O)[O-])=NO1 (stereo unspecified)	i	1.8	i	i	i	i	-1.1	i	i	i	i
CC(C)N1C(=O)CCC1C(=O)NCCc1ccccc1 (stereo unspecified)	i	-1.8	i	i	i	i	6.4	i	i	i	i
Cc1ccc(NC(=O)c2nsc(Cl)c2Cl)cc1	i	3.4	i	i	i	i	-7.6	i	i	i	i
Cc1cc(C(=O)NC(C)c2ccncc2)no1 (stereo unspecified)	i	-3.9	i	i	i	i	-7.9	i	i	i	i
Cc1ccc(-c2nc3ccccc3s2)cc1S(=O)(=O)N1CCOCC1	i	11.0	i	i	i	i	-2.4	i	i	i	i
Cc1ccc(S(=O)(=O)c2nnn3c2nc(N2CCOCC2)c2ccccc23)cc1	i	-9.4	i	i	i	i	-1.0	i	i	i	i
COc1ccc(C2C(C#N)=C(N)Oc3cc(C)n(CCN4CCOCC4)c(=O)c32)cc1OC (stereo unspecified)	i	-2.3	i	i	i	i	-6.3	i	i	i	i
C=CCn1c(SCC(=O)c2[nH]c(C)c(C(=O)OCC)c2C)nc2scc(-c3ccc(OC)c(OC)c3)c2c1=O	i	0.6	i	i	i	i	19.6	i	i	i	i
CC(Sc1nc2ccccc2s1)C(=O)c1c(N)n(C)c(=O)n(C)c1=O (stereo unspecified)	i	5.8	100*	i	i	i	-9.0	i	i	i	i
CCc1nnc(NC(=O)CSc2nc(C3CCCCC3)nc3ccccc23)s1	i	4.0	i	i	i	i	-3.9	i	i	i	i
Cc1cc(C)n(-c2cc(Oc3ccccc3)ncn2)n1	i	-2.3	i	i	i	i	-0.8	i	i	i	i
CC(C)C1Oc2ccccc2N(CC(=O)N(Cc2ccccn2)CC2CCCO2)C1=O (stereo unspecified)	i	-8.6	i	i	i	i	-5.3	i	i	i	i
CC(C)(C)S(=O)(=O)c1cnc2c(-c3ccsc3)cnn2c1N	i	/	i	i	i	i	-4.8	i	i	i	i
SMILES	RGS4 block	HDAC3 inh	TMEM16A inh	MrgX1 ag	TRPC6 act	TRPC6 inh	SKKanGAS inh	RGS4 pot	MrgX1 antag	TMEM16A act	MrgX1 PAM
COC(=O)C1=CN(C2CC2)C=C(C(=O)OC)C1c1ccc(C(=O)OC)cc1	i	-48.3	i	i	i	i	5.3	i	i	i	i
Cc1c(C(=O)Nc2nccs2)oc2c(Cl)cccc12	i	-3.3	i	i	i	i	-8.8	i	i	i	i
CCOC(=S)SCC(=O)Nc1nc(-c2ccc(Br)cc2)cs1	i	3.7	i	i	i	i	9.7	i	i	i	i
COc1ccc2[nH]c(=O)c(CN(CC3CCCO3)C(=S)Nc3cccc(C)c3)cc2c1 (stereo unspecified)	i	-8.2	i	i	i	i	3.6	i	i	i	i
CC(C)(C)NC(=O)C(c1cccs1)N(Cc1ccc(F)cc1)C(=O)c1csnn1 (stereo unspecified)	i	-0.7	i	i	i	i	-2.7	i	i	i	i
O=C(CCNS(=O)(=O)c1ccc(Br)s1)Nc1ccc(Cl)cc1	i	-6.7	i	i	i	i	-11.3	i	i	i	i
COC(=O)c1c(NC(=O)CCl)sc(C(=O)N2CCOCC2)c1C	i	8.1	i	i	i	i	-2.5	i	i	i	i
Cc1ccc(C)c(N2CCN(C(=O)c3ccc(Cl)c(NC4=NC5CS(=O)(=O)CC5S4)c3)CC2)c1 (stereo unspecified)	i	4.3	i	i	i	i	7.8	i	i	i	i
CCC(C)n1nnc2c(=O)oc3ccccc3c21 (stereo unspecified)	i	2.2	i	i	i	i	0.3	i	-6.47*	i	i
O=C(CSc1nc(C2CCCCC2)n(-c2ccccc2)n1)NCCN1C(=O)CSC1=O	i	4.1	i	i	i	i	2.6	i	i	i	i
O=Cc1cn(CC(=O)N2CCCc3ccccc32)c2ccccc12	i	-7.4	i	i	i	i	0.2	i	i	i	i
CN(C)C(CNC(=O)Nc1cccc(Cl)c1)c1cccnc1 (stereo unspecified)	i	-3.7	i	i	i	i	-4.1	i	i	i	i
O=C(CN(Cc1ccccc1)S(=O)(=O)c1ccccc1)N/N=C/c1ccc([N+](=O)[O-])cc1	i	5.7	i	i	i	i	7.5	i	i	i	i
N/C(=N\OC(=O)CCC1CCCC1)c1ccccn1	i	-1.4	i	i	i	i	-2.0	i	i	i	i
C=CCNC(=O)C(C)Sc1ccc(Cl)cc1 (stereo unspecified)	i	-7.5	i	i	i	i	-5.4	i	i	i	i
COc1ccc(C)cc1N(CC(=O)NCCN1CCOCC1)S(=O)(=O)c1ccccc1	i	-9.4	i	i	i	i	-6.5	i	i	i	i
OCCC1CN(Cc2ccc(F)cc2Cl)CCN1CCc1ccccc1 (stereo unspecified)	i	-4.6	i	i	i	i	-5.6	i	i	i	i
